Screens as filed in PubChem BioAssay.
SKN-1 block: inhibitors of C. elegans SKN-1. C. elegans VP596 Pgst-4::GFP/RFP ratio, acrylamide-induced, 24 h. inhibition, % at 21.8 µM. 0.49% of 360,000 active. AID 624304;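 active means interference check ratio from 0.5 to 1.5 plus GFP to RFP signal ratio inhibition reaching or exceeding a fixed threshold, cut at about 30% in these data, passing the limit was not always enough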; further: some compounds called inactive have numbers as strong as hits
CendR NRP1 mod: modulators of CendR peptide binding to human neuropilin-1; inhibition, % at 25 µM; AID 602438; FAM-RPARPAR peptide binding to NRP-1, fluorescence polarization; O14786; 0.85% of 360,000 active;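 active means inhibition or corrected inhibition above about 18%, plus a signal ratio from 0.5 to 1.5, limit read from the data, passing the limit was not always enough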; further: strong numbers were not always called active
MT1-MMP act inh: blocks activation of human MT1-MMP; GFP/RFP ratio change, % at 20 µM; AID 651647; P50281; HT1080 RFP-PRO-GFP cells, GFP/RFP ratio fluorescence, overnight; percent of plate control window, DMSO zero; 0.061% of 360,000 active;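 active means GFP/RFP ratio change of at least 30% with cell ATP level not reduced by more than half and red fluorescence within 50% of control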; further: strong numbers were not always called active
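Test system: HT1080 cells expressing an RFP-PRO-GFP fluorescent reporter construct / Compound dosing: single-point 20 µM compound, 1% DMSO / Schedule: cells overnight before dosing, compound overnight, 37 °C, 5% CO2 / Evaluation: GFP/RFP fluorescence ratio / Control set: DMSO and RFP-L50D-GFP cell wells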
bovine MsrA act: bovine methionine sulfoxide reductase A activation; purified bovine MsrA, absorbance read-out; activation, % at 10.6 µM; 0.3% of 360,000 active; AID 602163; in the data active means activation above about 7.5%;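 further: 0% = vehicle and 100% = reference activator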
MsrA inhibitor: bovine MsrA inhibition. purified bovine MsrA, absorbance read-out. inhibition, % at 15.5 µM. 0.75% of 360,000 active; in the data active means inhibition above about 4.5%;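 further: 0% = vehicle wells with enzyme and 100% = reference inhibitor wells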
FAS-TE inh: inhibitors of human fatty acid synthase thioesterase domain; 0.67% of 360,000 active; recombinant FAS-TE, OMFH fluorogenic substrate, fluorescence endpoint; P49327; inhibition, % at 15 µM; AID 602261;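 active means compounds whose normalised, plate-corrected inhibition of enzyme fluorescence in the single-dose primary screen is 50% or more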;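 further: 0% = DMSO with enzyme and 100% = substrate without enzyme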
TbMetRS inhib: Trypanosoma brucei MetRS inhibition. purified T. brucei MetRS, ATP depletion, Kinase-Glo luminescence. inhibition, % at 11.9 µM. 0.4% of 360,000 active. AID 624268;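 active means inhibition above a per-plate cutoff of the control wells' mean inhibition plus 3 SD, cut at about 5.5% in these data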;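 further: 0% = DMSO wells median and 100% = median of wells with control inhibitor compound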
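Test system: purified T. brucei MetRS enzyme. Also added: ATP, methionine and E. coli bulk tRNA substrates. Compound: 11.9 µM single point. Schedule: 15 min enzyme-compound preincubation, 2 h reaction, 10 min detection, 25 °C. Signal: luciferase luminescence of residual ATP, Kinase-Glo. Evaluation: percent inhibition versus plate control medians. Controls: DMSO wells, low control.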
PABP1 MLLE inh: blocks PAM2 peptide binding to the PABP1 MLLE domain; inhibition, % at 20 µM; GST-MLLE / FITC-PAM2 fluorescence polarization; AID 588489; P11940; 0.36% of 360,000 active; in the data active means inhibition above about 35%, passing the limit was not always enough;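 further: plate controls were DMSO wells with GST-MLLE for no effect and wells lacking GST-MLLE protein for full effect; some results filed as inactive read as strong as hits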
Target sequence (P11940 whole entry, looked up, the tested form may be a part): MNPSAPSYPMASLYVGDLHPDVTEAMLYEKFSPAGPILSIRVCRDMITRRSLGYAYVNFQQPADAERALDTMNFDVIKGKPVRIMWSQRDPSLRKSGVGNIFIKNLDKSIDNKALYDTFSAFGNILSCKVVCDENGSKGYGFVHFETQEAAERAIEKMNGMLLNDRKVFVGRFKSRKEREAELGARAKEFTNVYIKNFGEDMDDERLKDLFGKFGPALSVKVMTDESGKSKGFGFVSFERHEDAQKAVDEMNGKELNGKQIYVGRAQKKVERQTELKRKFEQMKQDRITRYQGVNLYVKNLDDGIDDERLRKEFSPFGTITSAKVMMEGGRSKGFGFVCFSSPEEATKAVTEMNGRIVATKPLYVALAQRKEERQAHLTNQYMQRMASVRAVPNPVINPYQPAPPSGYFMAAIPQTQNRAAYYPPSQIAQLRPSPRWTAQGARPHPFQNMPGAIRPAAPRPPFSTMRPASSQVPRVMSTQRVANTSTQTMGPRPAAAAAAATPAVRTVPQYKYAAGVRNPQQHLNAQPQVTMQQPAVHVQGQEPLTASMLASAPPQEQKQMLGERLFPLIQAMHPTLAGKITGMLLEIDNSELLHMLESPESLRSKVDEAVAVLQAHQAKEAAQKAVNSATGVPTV
E coli Lon inh: inhibits E. coli Lon protease. P0A9M0. purified E. coli Lon protease, fluorescence polarization. inhibition, % at 7.94 µM. 0.42% of 360,000 active. AID 602123; in the data active means inhibition above about 13%, passing the limit was not always enough;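 further: 0% = enzyme with probe and DMSO and 100% = no enzyme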
An asterisk follows results filed as active; / = no result given; & = joins results of further samples.

SMILES	SKN-1 block	CendR NRP1 mod	MT1-MMP act inh	bovine MsrA act	MsrA inhibitor	FAS-TE inh	TbMetRS inhib	PABP1 MLLE inh	E coli Lon inh
O=C(Cc1ccc([N+](=O)[O-])cc1)Nc1ccc(Cl)cc1	-2	-8	3	7	0.7	40	2.5	8	0
COc1cccc2c1OCC/C2=N\NC(=O)C(C)Oc1ccc([N+](=O)[O-])cc1 (stereo not given)	-11	6	2	-3	0.7	29	-0.1	-5	-4
CN(CC(=O)Nc1cccc(F)c1)C(=O)c1cc(S(=O)(=O)N2CCN(c3ccccc3)CC2)ccc1Cl	-25	1	8	-11	0.2	32	-0.2	-1	-2
COc1ccc(NC(=O)CO/N=C/C(=O)Nc2ccccc2C)c([N+](=O)[O-])c1	3	-20	-1	-3	1.1	4	-0.2	-9	6
Fc1ccc(-c2csc(NC3=NCCC3)n2)cc1	4	4	5	-1	-0.9	-2	-1.0	7	-4
O=Cc1c(-c2ccc(Cl)cc2)oc2ccc(O)cc12	-3	7	-3	-2	0.2	2	0.6	-21	-7
CC1CCc2nc(NC(=O)CCSc3ccccc3)sc2C1 (stereo not given)	2	1	1	-2	0.5	-3	-0.7	-11	1
Cc1cccc(C(=O)Nc2ccc3c(c2)nc(C)n3C)c1	-5	6	4	-3	0.9	-5	-0.4	-11	2
CCNC(=O)Oc1ccc[nH]c1=O	2	-4	1	-2	0.0	-8	-0.4	-7	5
COc1cccc2c(O)c(-c3ccccc3)c(=O)[nH]c12	-1	-7	-4	-2	-0.6	-6	1.8	0	3
Cc1c(C(=O)N2CC3(CC(c4cccc(NC(=O)CC(c5ccccc5)c5ccccc5)c4)=NO3)C[C@@H]2C(N)=O)cc([N+](=O)[O-])cc1[N+](=O)[O-] (stereo not given in full)	18	22	4	-3	0.3	37	0.4	1	0
Cc1cc(C)n(C(=O)c2ccc(S(=O)(=O)N3CCOCC3)cc2)n1	6	4	0	-4	/	-8	-0.1	-6	5
CCOc1ccc(NC(=O)CSc2nnc(-c3ccoc3C)n2CC2CCCO2)cc1 (stereo not given)	9	4	0	-2	-0.6	-2	-0.3	-2	-8
COCCCN1C2=C(C(=O)CC(C)(C)C2)C(c2ccc(OC)c(OC)c2)C2=C1CC(C)(C)CC2=O	2	14	-11	-2	1.4	-4	2.1	6	0
O=C(O)CC1S/C(=N\N=C2CCCCCC2)N(c2ccccc2)C1=O (stereo not given)	5	-5	-8	-13	-0.5	-4	-1.4	-10	10
O=C(OCc1ccc([N+](=O)[O-])cc1)c1cc2ccccc2oc1=O	-21	11	1	-11	-0.3	1	-0.4	-4	13
O=C(CSc1nnc(-c2ccco2)o1)NC1CCCCC1	22	-10	-3	0	-0.9	-1	0.3	11	9
CN(CC(=O)C(C(N)=O)c1ccccc1)c1ccccc1 (stereo not given)	4	0	-2	0	0.8	-2	-0.1	-5	8
Cc1ccc(NC(=O)CN(C)C(=O)c2ccc(Sc3nncn3C)c([N+](=O)[O-])c2)cc1	9	3	1	-4	-0.1	-4	-0.1	6	-5
COc1cc(C2C(C(=O)Nc3ccccc3OC)=C(C)Nc3ncnn32)ccc1O (stereo not given)	-9	-12	0	-2	0.0	1	0.3	-13	-1
Cc1csc(=O)n1CC(=O)OCC(=O)Nc1cc(S(=O)(=O)N2CCOCC2)ccc1Cl	7	0	3	-2	0.7	-5	0.2	-10	3
O=c1c2cccnc2n(-c2ccccc2)n1Cc1c(Cl)cccc1Cl	1	3	1	-3	-0.2	-4	-0.5	11	-9
N#C/C(=C(/O)Cc1ccccc1)P(=O)(c1ccccc1)c1ccccc1	-6	-22	-5	-3	1.0	-1	-0.4	5	-2
O=C(/C=C/c1cc[n+](CC(=O)c2ccc3cccc4c3c2CC4)cc1)c1ccc2cccc3c2c1CC3	-5	-54	5	-8	/	3	1.6	-101	-7
COc1cc(C(C(=O)NC2CCCCC2)N(C(=O)Cc2c[nH]c3ccccc23)c2ccccc2C)cc(OC)c1OC (stereo not given)	1	-2	-2	0	0.4	6	0.1	-11	4

9 of the compounds above, with values under each structure.
Values run as follows: SKN-1 block	CendR NRP1 mod	MT1-MMP act inh	bovine MsrA act	MsrA inhibitor	FAS-TE inh	TbMetRS inhib	PABP1 MLLE inh	E coli Lon inh
CC1CCc2nc(NC(=O)CCSc3ccccc3)sc2C1 (stereo not given)
 : 2	1	1	-2	0.5	-3	-0.7	-11	1
Cc1cccc(C(=O)Nc2ccc3c(c2)nc(C)n3C)c1
 : -5	6	4	-3	0.9	-5	-0.4	-11	2
CCNC(=O)Oc1ccc[nH]c1=O
 : 2	-4	1	-2	0.0	-8	-0.4	-7	5
COc1cccc2c(O)c(-c3ccccc3)c(=O)[nH]c12
 : -1	-7	-4	-2	-0.6	-6	1.8	0	3
Cc1c(C(=O)N2CC3(CC(c4cccc(NC(=O)CC(c5ccccc5)c5ccccc5)c4)=NO3)C[C@@H]2C(N)=O)cc([N+](=O)[O-])cc1[N+](=O)[O-] (stereo not given in full)
 : 18	22	4	-3	0.3	37	0.4	1	0
Cc1cc(C)n(C(=O)c2ccc(S(=O)(=O)N3CCOCC3)cc2)n1
 : 6	4	0	-4	/	-8	-0.1	-6	5
CCOc1ccc(NC(=O)CSc2nnc(-c3ccoc3C)n2CC2CCCO2)cc1 (stereo not given)
 : 9	4	0	-2	-0.6	-2	-0.3	-2	-8
COCCCN1C2=C(C(=O)CC(C)(C)C2)C(c2ccc(OC)c(OC)c2)C2=C1CC(C)(C)CC2=O
 : 2	14	-11	-2	1.4	-4	2.1	6	0
O=C(O)CC1S/C(=N\N=C2CCCCCC2)N(c2ccccc2)C1=O (stereo not given)
 : 5	-5	-8	-13	-0.5	-4	-1.4	-10	10

Carrying on:
SMILES	SKN-1 block	CendR NRP1 mod	MT1-MMP act inh	bovine MsrA act	MsrA inhibitor	FAS-TE inh	TbMetRS inhib	PABP1 MLLE inh	E coli Lon inh
O=C1C2C(C(=O)N1/N=C/c1ccc([N+](=O)[O-])o1)C1C=CC2C12CC2 (stereo not given)	4	12	-8	1	1.1	-11	-0.4	-10	8
Nc1nc(C2CC(=O)OC23CCCCC3)cs1 (stereo not given)	-21	8	-1	-6	-0.8	-13	-1.7	-4	-2
CN(C(=O)c1ccc(NC(=O)Cc2cccc(NC(=O)C3CCCN(C(=O)C4CC4)C3)c2)cc1)C1CCCC1 (stereo not given)	0	23	5	8.3*	-0.7	-2	-0.1	-8	-20
CCOC(=O)c1[nH]cnc1C(=O)Nc1cccc(OC)c1	-4	5	0	-4	-0.9	-4	-0.6	-4	-4
CCOc1ccc(-n2c(C)cc(/C=N/N(C)C)c2C)cc1	5	-20	-1	-6	-0.1	-4	-0.9	-27	0
COc1ccc(CCn2c(SCC(=O)Nc3cc(C)on3)nc3ccccc3c2=O)cc1OC	13	8	7	1	-0.3	-6	0.2	4	0
Cc1cc(C(=O)Cn2nc(C(=O)O)c3ccccc3c2=O)c(C)n1-c1ccc(F)cc1	0	-7	7	-4	1.0	26	1.0	-10	4
C=CCOc1ccc2c(c1)c(=O)cc(C(=O)O)n2CC	-3	10	7	-9	2.6	-7	-1.0	-6	-4
COCCN(CC1CCCN(C2Cc3ccccc3C2)C1)C(=O)CCSC (stereo not given)	-6	14	2	1	-1.1	-4	1.4	-6	-7
Cc1nn(-c2ccccc2)c(C)c1/C=N/n1c(-c2ccc(Cl)cc2)n[nH]c1=S	6	-19	1	-2	-0.3	-6	0.6	-105	24
CC(=O)c1cccc(N(CC(=O)NC2CCCC2)C(=O)c2ccc(C)s2)c1	-4	7	1	-7	-1.1	-4	-0.6	3	2
O=C(COC(=O)c1cc([N+](=O)[O-])ccc1N1CCOCC1)c1ccccc1	-1	-2	5	-1	0.7	63*	-0.2	-8	8
O=C(Nc1ccc(C(=O)N2CCN(c3ccc(F)cc3)CC2)cc1)C1=CSCCO1	-4	-1	0	-3	0.0	-2	-0.1	0	9
N=c1ncn(CC(O)CO)c2nc(N3CCOCC3)[nH]c12 (stereo not given)	-15	7	6	-3	-0.1	-7	-0.2	3	2
O=C(NC(=S)N1CC=CCC1)c1ccccc1	3	-8	0	-5	-1.4	-9	-0.2	-3	11
Cc1ccc(S(=O)(=O)N2CCN(CC(O)c3ccccc3)CC2)cc1C (stereo not given)	-1	5	2	-1	-0.5	4	-0.6	11	-5
COc1cccc(-n2c(C)cc(/C=C3\C(=N)N4N=C(CC(=O)N5CCOCC5)SC4=NC3=O)c2C)c1	11	-69	-4	-2	3.3	-2	0.1	-18	-14
CN1CCN(c2oc(-c3ccco3)nc2S(=O)(=O)c2ccccc2)CC1	8	10	-12	-4	0.3	1	0.0	11	-5
C1=C(CCNc2ncnc3nc[nH]c23)CCCC1	16	-2	-8	-1	0.9	-14	1.7	-7	0
O=C(c1cc2c(s1)CCCC2)N1CCN(S(=O)(=O)c2ccccc2C(F)(F)F)CC1	18	-1	-4	-2	2.2	28	0.2	3	1
CC1(C(=O)NS(=O)(=O)c2cccc(F)c2)CCN1C(=O)c1cccc2ccccc12 (stereo not given)	14	-6	4	-5	1.0	-12	-0.2	12	-11
CCN1C(=O)[C@H]2[C@@H](c3ccc(-c4cccc(Cl)c4)cc3)N[C@@](C)(C(=O)OC)[C@H]2C1=O	16	5	1	-1	0.6	14	-0.2	4	9
CCOc1ccc(N2CC(C(=O)NCc3cccc(C)c3)CC2=O)cc1 (stereo not given)	-10	0	4	-8	-1.3	0	-1.7	1	-14
Cc1ccc(C(=O)N2CC(C)CC(C)C2)cc1NC1=NC2CS(=O)(=O)CC2S1 (stereo not given)	3	0	3	-2	-0.4	-7	0.7	-14	-5
CCN(CC)c1ccc(S(=O)(=O)N2CCCCC2)cc1NC(=O)C1=COCCO1	8	-8	-1	-3	-0.7	20	-0.5	-11	-6

(cont.)
SMILES	SKN-1 block	CendR NRP1 mod	MT1-MMP act inh	bovine MsrA act	MsrA inhibitor	FAS-TE inh	TbMetRS inhib	PABP1 MLLE inh	E coli Lon inh
C/C(N)=C(/C#N)C(=O)COC(=O)c1cc(C)n(-c2ccc(F)cc2)c1C	10&-13	6&5	4&5	-1&-8	-0.2&0.0	23&24	-0.2&-1.5	-3&5	-5&-8
CCN(CC(=O)NCc1ccc(F)cc1)Cc1nc2ccccc2c(=O)[nH]1	9	2	-1	-1	0.9	-3	0.6	-4	-5
CN1C(=O)c2ccc(NC(=O)c3c(C(=O)O)cccc3[N+](=O)[O-])cc2C1=O	0	8	2	-6	0.6	-4	-1.0	-9	5
CCc1nnc(NS(=O)(=O)c2ccc(NC(=O)c3ccc(C#N)cc3)cc2)s1	10	0	1	-3	-1.1	-4	-0.1	0	0
Fc1cccc(-c2cc3nc4c(c(NCc5ccco5)n3n2)CCCC4)c1	15	-9	-10	-3	0.0	28	0.2	16	-4
CCOC(=O)C1=C(c2ccccc2)NC(=S)NC1c1ccc(Cl)cc1 (stereo not given)	-12	1	-2	-3	0.5	8	-0.3	-135	3
